GPR151 activ: activators of human GPR151, primary screen, cell-based, PathHunter beta-arrestin, luminescence. G-protein coupled receptor 151 (Homo sapiens), Q8TDV0. PathHunter beta-arrestin GPR151 cells. activation, % at 11.2 µM. 650,000 compounds, 1% hits; in the data active = activation above about 4.9%;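 note: 0% = median of compound wells and 100% = cells with positive control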
MITF primary: MITF inhibitors, primary screen, biochemical, AlphaScreen, human; inhibition, % at 2.6 µM; 650,000 compounds, 0.91% hits; AlphaScreen MITF homodimerization, bead proximity signal; AID 1259374, 2018; Microphthalmia-associated transcription factor (Homo sapiens), O75030; in the data active = inhibition above about 50%;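 note: 0% = vehicle wells with protein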
FBW7 activator: FBW7 E3 ligase activators, primary screen, biochemical, AlphaScreen, human | normalized activity (activation), % at 26.1 µM | AlphaScreen FBW7–phospho-cyclin E peptide binding, activator screen | AID 1259310, 2017 | 650,000 compounds, 0.13% hits; in the data active = normalized activity above about 1.9%;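 note: purified mutant Fbw7 with reduced substrate affinity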
Target sequence (Q969H0 whole entry, looked up): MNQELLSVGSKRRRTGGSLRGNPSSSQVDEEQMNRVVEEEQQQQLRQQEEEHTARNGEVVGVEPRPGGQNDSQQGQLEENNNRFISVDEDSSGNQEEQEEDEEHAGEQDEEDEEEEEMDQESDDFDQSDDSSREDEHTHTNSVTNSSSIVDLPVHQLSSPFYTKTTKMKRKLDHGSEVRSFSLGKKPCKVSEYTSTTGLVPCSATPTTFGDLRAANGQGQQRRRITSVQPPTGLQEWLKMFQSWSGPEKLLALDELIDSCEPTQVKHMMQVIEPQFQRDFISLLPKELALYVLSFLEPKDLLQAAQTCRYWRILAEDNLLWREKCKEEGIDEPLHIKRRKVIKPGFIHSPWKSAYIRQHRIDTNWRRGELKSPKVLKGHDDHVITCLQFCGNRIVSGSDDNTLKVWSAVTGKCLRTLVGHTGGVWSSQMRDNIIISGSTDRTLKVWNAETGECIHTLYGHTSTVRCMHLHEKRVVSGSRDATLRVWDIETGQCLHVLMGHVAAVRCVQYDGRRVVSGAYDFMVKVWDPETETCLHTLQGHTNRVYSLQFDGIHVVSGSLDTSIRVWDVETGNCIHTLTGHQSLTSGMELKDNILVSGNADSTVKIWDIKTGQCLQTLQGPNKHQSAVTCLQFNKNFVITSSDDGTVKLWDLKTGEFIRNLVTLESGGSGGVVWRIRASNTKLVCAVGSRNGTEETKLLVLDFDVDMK
TEAD-YAP block: TEAD-YAP interaction inhibition, primary screen, TEAD-YAP interaction inhibitor project, luminescence, HEK-TIYL cells; TEAD-Gal4/YAP UAS-luciferase luminescence; inhibition, % at 9.12 µM; 640,000 compounds, 1.4% hits; AID 1259422, 2018; in the data active = inhibition above about 32%;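 note: 0% = median of test compound wells and 100% = reference inhibitor wells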
Numbers without * were called inactive; i = inactive; . = not tested or not shown; & = joins results of further samples.

Molecule	GPR151 activ	MITF primary	FBW7 activator	TEAD-YAP block
Cn1c(NC(=O)c2ccc([N+](=O)[O-])cc2Cl)nc2ccccc21	-1.8	-9	-0.3	-22
CC[C@H](Cn1nnc2ccccc2c1=O)NC(=O)C(C)(C)C	-0.9	17	0.0	4
COc1cc(CN2CCN(C(=O)c3ccc(F)cc3)CC2)cc(OC)c1O	-0.1	53*	-0.1	0
Cc1cc(C)c(NC(=O)CN2CCCCCC2)c(C)c1	1.4	1	0.1	-17
Cc1ccc(C(=O)Nc2c(C)nc3nc[nH]n3c2=O)cc1	0.2	7	0.0	-5
N#CCSC1=Nc2ccccc2C2=NC(CC(=O)NC3CCCCC3)C(=O)N12 (stereo unspecified)	0.2	0	0.1	15
CCOC(=O)c1ccccc1NC(=O)c1ccc(Cl)c(Cl)c1	0.2	-7	-0.2	-3
CCOc1ccccc1CN(C)CCc1ccccn1	-1.2	89*	-0.2	2
COC(=O)c1ccccc1N=C(C)c1c(C)[nH]n(-c2ccc([N+](=O)[O-])cc2)c1=O	-4.4	-17	0.0	-5
COc1ccc2cc(-c3cc(C(=O)OCC(=O)N(C)C)c4ccccc4n3)ccc2c1	1.3	0	0.1	11
Cc1csc(Nc2ccccc2)[n+]1CC(=O)c1ccc(Cl)cc1	0.9	5	-0.1	13
CCc1cc(-c2n[nH]c(C)c2-c2ccc3c(c2)OCCO3)c(O)cc1OC	-1.2	11	0.6	16
COc1cccc(/C=C/C(=O)OCC(N)=O)c1OC	3.4	4	0.0	3
O=C(Cc1ccccc1)Nc1nnc(-c2ccc(F)cc2)o1	2.0	19	-0.1	-4
CCOc1ccc(S(=O)(=O)NCCC(=O)NC(C)CC)cc1 (stereo unspecified)	-0.8	1	0.1	-1
Cc1ccc(S(=O)(=O)N(CC(=O)N2CCC(C)CC2)c2ccc(C)c(Cl)c2)cc1	0.4	-5	-0.1	1
CCN(CC)CCN1Cc2c(sc(C)c2C)N(C(=O)c2ccccc2)C1	-1.6	7	0.1	-32
OC1C=C(c2ccccc2)Sc2nc3ccccc3n21 (stereo unspecified)	-3.2	0	0.1	-2
CCOc1cc(C(=O)Nc2c(C)cccc2CC)cc(OCC)c1OCC	-0.2	6	0.5	9
C[C@H]1NC(=O)[C@@H]2C[C@H](NC(=O)c3ccccc3)CN2C1=O	-0.2	-14	0.0	-1
S=C1NC(c2ccccc2)=CC(c2ccccc2Cl)N1 (stereo unspecified)	1.3	-12	0.1	-5
O=C(NCCCO)c1nnc(Cc2ccc(F)cc2Cl)o1	0.3	-8	-0.2	0
O=C(Nc1nnc(-c2ccco2)s1)c1ccccc1Br	-1.0	2	-0.1	-46
Cc1ccc(OCC(O)CN2CCN(C(=O)c3ccccc3)CC2)cc1 (stereo unspecified)	-1.1	2	0.2	-2
C#CCOc1ccc(/C=N/N=C(\N)c2nonc2N)cc1OC	-2.8	i	-0.1	-77
COc1ccc(/C=C2/NC(=O)N(c3cccc(Cl)c3)C2=O)c(OC)c1OC	-0.4	-9	0.2	-7
COc1cccc(CN2CCOc3ccc(C(O)c4ccncc4)cc3C2)c1OC (stereo unspecified)	-0.5	3	-0.2	-4
COC(=O)c1ccc(-c2csc(NC(=O)c3ccc([N+](=O)[O-])o3)n2)cc1	2.8	-3	0.1	14
Cc1cccc(C)c1OCC(=O)Nc1ccc(C#N)cc1	-0.4	-12	0.0	18
COc1cc(OC)cc(-c2nc3ccccc3c(=O)n2NC(=O)c2ccc(Br)cc2)c1	0.9	3	0.3	-3
CCN(CC)c1nc(NCc2cccnc2)nc(Nc2cc(OC)c(OC)c(OC)c2)n1	1.0&-1.9	-4&17	0.0&0.0	-4&-1
CC(C[N+](C)(C)C)OC(=O)C1(c2ccccc2)CCCC1 (stereo unspecified)	-0.6	3	-0.1	1
CCOC(=O)N1CCC(NC(=O)c2cnn3c(C(F)(F)F)cc(-c4ccc(C)cc4)nc23)CC1	-0.2	26	0.2	4
Cc1occc1C(=O)N/N=C/C=C/c1ccco1	-0.4	80*	-0.2	-60
CC(=O)N1CCc2c(sc(NC(=O)c3ccc(Cl)s3)c2C#N)C1	2.3	-7	-0.1	-25
CCOC(=O)c1sc(NC(=O)C(C)Oc2ccc(OC)cc2)nc1C (stereo unspecified)	-0.9	10	-0.6	8
N#CCCSc1ccccc1NC(=O)c1ccc(Cl)s1	2.0	-4	0.2	-6
CC1=CC(c2ccccc2)n2nc(NC(=O)/C=C/c3ccc(Cl)cc3)nc2N1 (stereo unspecified)	2.8	14	0.7	8
Cc1ccc(CNC(=O)CCC2CCCN(Cc3c(C)nn(C(C)C)c3C)C2)o1 (stereo unspecified)	-0.4	13	0.1	4
O=CN1CCN(C(=O)CSc2nnc(-c3cccs3)n2CC2CCCO2)CC1 (stereo unspecified)	1.1	-2	0.2	3

By substructure, those above containing bromine (2)
Molecule	GPR151 activ	MITF primary	FBW7 activator	TEAD-YAP block
O=C(Nc1nnc(-c2ccco2)s1)c1ccccc1Br	-1.0	2	-0.1	-46
COc1cc(OC)cc(-c2nc3ccccc3c(=O)n2NC(=O)c2ccc(Br)cc2)c1	0.9	3	0.3	-3

Remaining list, next part
Molecule	GPR151 activ	MITF primary	FBW7 activator	TEAD-YAP block
O=C(Nc1ccc2c(c1)OCCO2)c1ccc(Cl)c(S(=O)(=O)N2CCCCCC2)c1	-0.2	11	0.2	11
Cc1ccccc1NC(=O)Cn1nnc(-c2ccccc2C)n1	3.6	15	0.3	3
Nc1nc(Nc2ccc(N3CCOCC3)cc2)nc2c1ncn2C1CCCCC1	0.0	-3	-0.1	0
Cc1cc(NC(=O)C2CCCN(S(=O)(=O)c3cccnc3)C2)ccc1Br (stereo unspecified)	-0.2	10	0.5	13
N#CC1=C2N=C(N)c3c(sc4c3CCCCC4)N2C2=C(C(=O)CCC2)C1c1ccccc1 (stereo unspecified)	1.7	-4	-0.3	2
Nc1nc(SCC(=O)NC2CCCCCCC2)n[nH]1	1.8	2	0.1	3
Cc1noc(C)c1-c1cc(NC2CC2)ncn1	1.1	-3	1.2	8
Cc1cc(NS(=O)(=O)c2ccc(NC(=O)CCCC(=O)Nc3ccc(S(=O)(=O)Nc4cc(C)on4)cc3)cc2)no1	-0.4	16	0.4	11
Cc1cc(-c2cn[nH]c2C2CCN(C(=O)c3cc(C)oc3CN3CCCC3)CC2)on1	0.4	2	0.7	16
CCOCCCNC(=S)N(Cc1cccnc1)Cc1cc2ccc(OC)cc2[nH]c1=O	-0.8	3	0.1	4
CN1CCN(C(=O)/C(=C\c2cccs2)NC(=O)c2ccco2)CC1	1.0	-9	-0.3	-3
CC(=O)c1cccc(Nc2ncnc(N)c2[N+](=O)[O-])c1	1.2	-5	0.1	-4
O=S(=O)(c1cccc2nsnc12)N1CCCC1	-0.4	3	0.2	-4
Cc1ccnc(NS(=O)(=O)c2ccc(NS(=O)(=O)c3ccccc3)cc2)n1	0.1	-1	0.0	-10
CCOc1ccc(N(CC(=O)N2CCOCC2)S(=O)(=O)c2ccc(F)cc2)cc1	-2.5	-6	-0.2	-1
Cc1cc(NC(=O)CCCCC(=O)Nc2cc(C)on2)no1	-0.3	1	-0.1	5
Cn1c(N)c(C(=O)COC(=O)CNC(=O)c2ccccc2F)c(=O)n(C)c1=O	0.0	-4	0.0	3
Cc1cc(N2CCN(C(=O)c3ccco3)CC2)n2nc(-c3cccc(Cl)c3)cc2n1	-0.3	-9	-0.2	3
Cc1ccc(NC(=O)CN2C(=O)C3C4CCC(C4)C3C2=O)cc1C (stereo unspecified)	0.7	-10	0.1	-5
CC(=O)c1ccc(NC(=O)CSc2nncc(=O)n2N)cc1	-2.0	3	0.0	9

Two compounds picked at random from those above, as already listed:
Molecule	GPR151 activ	MITF primary	FBW7 activator	TEAD-YAP block
Cc1noc(C)c1-c1cc(NC2CC2)ncn1	1.1	-3	1.2	8
CCOCCCNC(=S)N(Cc1cccnc1)Cc1cc2ccc(OC)cc2[nH]c1=O	-0.8	3	0.1	4

Following part
Molecule	GPR151 activ	MITF primary	FBW7 activator	TEAD-YAP block
CCCNC(=O)CN1C(=O)COc2ccc(S(=O)(=O)N(CC)CC)cc21	0.2	-6	0.1	-11
COc1ccccc1NC(=O)C(=O)NCC1COc2ccccc2O1 (stereo unspecified)	0.2	6	0.2	-8
N#CCCN1CCCC2(C1)NCCc1c2[nH]c2cc(F)ccc12 (stereo unspecified)	-0.7	-8	-0.3	-3
Oc1ccc(C(c2nnnn2C2CCCCC2)N2CCCCC2)cc1 (stereo unspecified)	-1.1	1	0.0	-5
Cc1ccc(CN2C(=O)CN(CC(=O)NC3CCCCC3C)C(=O)C2c2ccccc2F)cc1 (stereo unspecified)	-0.6	15	-0.1	6
CC(=O)Cn1nc2n(c1=O)-c1ccccc1SC2	0.1	3	-0.6	-6
NC(C(=O)N1CCC(C(=O)Nc2ccc3[nH]ncc3c2)C1)c1ccc(C(F)(F)F)cc1 (stereo unspecified)	2.1	21	0.2	-8
Cc1cccc(C(=O)N(C(=O)c2cccc(C)c2)c2ncccc2C)c1	-0.1	6	0.0	-20
CCN(CC)Cc1nc2sc(C)c(C)c2c(=S)[nH]1	-1.5	-7	0.5	11
Cc1cc(C)nc(N2CCC(C(=O)Nc3ccccc3)CC2)n1	0.3	11	0.1	4
CC1=CC2=NC(=O)/C(=C\c3ccc(OC(=O)c4ccco4)cc3)C(=N)N2O1	0.1	17	0.6	1
COC(=O)c1sc2nc3ccccc3cc2c1N	-0.6	6	0.2	-66
Cc1ccc2c(c1)CN(Cc1cccnc1)CC(C)O2 (stereo unspecified)	0.8	3	0.1	-4
O=C(CCC1COc2ccccc2O1)Nc1nncs1 (stereo unspecified)	-0.3	5	0.1	-1
O=C(Nc1ccc(F)cc1)c1ccc(S(=O)(=O)NCc2cccnc2)cc1	1.1	1	-0.1	9
N#C/C(C(=O)N1CCCCC1)=C1/N=C(N)c2ccccc21	1.2	-3	0.1	-24
CCOC(=O)c1cnn(CCOC(=O)C(C)(C)C)c1NC(=O)C(C)(C)C	-0.2	-1	-0.1	-10
c1ccc(N2CCN(Cc3nnnn3Cc3ccc4c(c3)OCO4)CC2)cc1	-0.7	-4	0.1	-2
CCCN(CC1CC1)C(=O)C1CCN(c2nc(C)c3ccc(OC)cc3n2)CC1	-0.7	9	1.4	-8
COc1ccc(CC(=O)Nc2ccc(S(=O)(=O)Nc3onc(C)c3C)cc2)cc1OC	-1.1	0	0.1	-1

A few values from the list:
CC1=CC(c2ccccc2)n2nc(NC(=O)/C=C/c3ccc(Cl)cc3)nc2N1 (stereo unspecified) in MITF primary = 14
Cc1cccc(C)c1OCC(=O)Nc1ccc(C#N)cc1 in MITF primary = -12
CCOc1ccc(N(CC(=O)N2CCOCC2)S(=O)(=O)c2ccc(F)cc2)cc1 in FBW7 activator = -0.2
O=CN1CCN(C(=O)CSc2nnc(-c3cccs3)n2CC2CCCO2)CC1 (stereo unspecified) in FBW7 activator = 0.2
Cc1cc(-c2cn[nH]c2C2CCN(C(=O)c3cc(C)oc3CN3CCCC3)CC2)on1 in GPR151 activ = 0.4
COC(=O)c1sc2nc3ccccc3cc2c1N in TEAD-YAP block = -66
c1ccc(N2CCN(Cc3nnnn3Cc3ccc4c(c3)OCO4)CC2)cc1 in MITF primary = -4

Later entries:
Molecule	GPR151 activ	MITF primary	FBW7 activator	TEAD-YAP block
CCOc1cc(C=O)ccc1OCc1ccc(C(=O)O)o1	-0.6	15	0.1	9
CC1CCc2c(sc(NC(=O)C(Sc3ccccc3)c3ccccc3)c2C#N)C1 (stereo unspecified)	-1.0	11	0.0	0
COc1ccc2c(c1)C(=O)C(OC(=O)NCCOc1ccccc1)[C@H](c1ccc(OC)c(Br)c1)O2 (stereo partly specified)	-1.2	3	-0.1	.
CCC(=O)N1c2ccccc2-c2nnc(SC)nc2OC1c1ccc(-c2ccc(Cl)cc2)o1 (stereo unspecified)	-2.0	5	0.6	8
COc1ccc(C(=O)/C=C/Nc2ccc(S(=O)(=O)Nc3cnc4ccccc4n3)cc2)cc1	-1.2	-7	-0.1	-1
CC1=C(C(=O)N2CCN(Cc3ccccc3)CC2)C2(CCCCC2)OC1=O	0.6	9	0.0	-7
Cc1cccc(Cc2cnc(NC(=O)CC(C)C)s2)c1	-1.0	-8	0.2	-4
Cc1nc2ccccc2c2oc(C(=O)NC(C)CCc3ccco3)cc12 (stereo unspecified)	-1.0	3	0.1	7
Cc1cc2cc(CNC(=O)CCC3CCCC3)ccc2n1C	-0.9	6	0.0	-7
COc1ccc(-n2nc(C(=O)NCC(=O)NC3CCCC(C)C3C)c3ccccc3c2=O)cc1OC (stereo unspecified)	3.3	-9	-0.1	18
Cc1ccc(S(=O)(=O)N(C)CC(=O)OCC(=O)c2cc(C)n(C3CC3)c2C)cc1	-0.1	10	0.0	11
O=C(NCC1CC1)c1ccccc1Br	-1.2	1	-0.1	5
COC(=O)C(C)Sc1nc(C2CC2)nc2c1c(=O)n(C)c(=O)n2C (stereo unspecified)	-0.5	-3	0.0	-4
COc1ccc(Br)cc1CNC(=O)C1CCCN(S(C)(=O)=O)C1 (stereo unspecified)	-0.6	6	0.2	-2
CN(C)S(=O)(=O)c1ccc(/C(O)=C2/C(=O)C(=O)N(CCCN3CCOCC3)C2c2ccncc2)cc1 (stereo unspecified)	0.6	-1	0.2	6

Source: PubChem

Rows were taken by chance (roughly 3.5% active in at least one column).
